MBD2 DNA inh – MBD2-methylated oligo binding inhibition | Q9UBB5 | TR-FRET, MBD2 binding to methylated oligonucleotide | inhibition, % at 4.4 µM | hit rate 0.31% among 370,000 | AID 686964; in the data active = inhibition above about 13%
LEDGF integ inh – blocks HIV-1 LEDGF/p75-dependent DNA integration; TR-FRET IN-LEDGF/p75 DNA integration, Eu/Cy5; inhibition, % at 3.7 µM; hit rate 0.64% among 370,000; AID 743269;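 active = inhibition above the screen-wide mean plus 3 SD, cut at about 13% in these data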;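 note: signal is the Cy5 over europium emission ratio at 671 and 618 nm; 0% = plate median of compound wells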
ABHD4 inh – inhibitors of mouse ABHD4; purified mABHD4, FP-Rh probe fluorescence polarization; Q8VD66; hit rate 0.54% among 370,000; inhibition, % at 8.92 µM;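 active = inhibition exceeding the mean over every tested compound plus 3 SD, cut at about 30% in these data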;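 note: 0% = plate median of compound wells and 100% = S159A mutant with DMSO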
Target sequence (Q8VD66 whole entry, looked up): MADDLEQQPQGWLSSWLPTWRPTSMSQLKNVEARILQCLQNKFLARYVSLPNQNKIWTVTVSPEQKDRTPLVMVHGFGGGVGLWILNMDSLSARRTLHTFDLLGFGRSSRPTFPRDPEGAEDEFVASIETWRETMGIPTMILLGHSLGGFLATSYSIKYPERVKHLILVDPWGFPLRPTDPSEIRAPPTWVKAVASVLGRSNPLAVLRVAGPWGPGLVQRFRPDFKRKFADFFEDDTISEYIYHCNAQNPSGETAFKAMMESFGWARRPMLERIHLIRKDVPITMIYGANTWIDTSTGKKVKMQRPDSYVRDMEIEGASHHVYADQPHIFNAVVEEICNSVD
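Doses – 8.92 µM, single dose · Material – wild-type mouse ABHD4 protein · Replication – single well per compound (singlicate) · Measure – percent inhibition of probe binding, normalized to plate controls · Schedule – 45 min compound pre-incubation plus 60 min probe step, 25 °C · Detection – fluorescence polarization with parallel and perpendicular emission, 525/598 nm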
rCAG binder – molecules binding r(CAG) RNA repeats; r(CAG) RNA repeat, TO-PRO-1 dye displacement fluorescence; inhibition, % at 3 µM; hit rate 1.3% among 370,000; AID 651821;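 active = inhibition above the plate cutoff, the mean of all test compounds on that plate plus 3 SD, cut at about 35% in these data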;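 note: 0% = DMSO alone and 100% = 100 µM mitoxantrone as full dye displacement; higher means more dye released from RNA so lower well fluorescence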
UHRF1 binding – human UHRF1 methylated DNA binding inhibitors. Q96T88. UHRF1 binding to methylated oligo, TR-FRET. inhibition, % at 4.4 µM. hit rate 0.75% among 370,000. AID 687016; in the data active = inhibition above about 21%;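 note: UHRF1 SRA domain binding a hemimethylated CpG hairpin DNA probe; 0% = median of test compound wells and 100% = reference inhibitor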
TCR-CD3 inh – blocks the human TCR-CD3 interaction; hit rate 0.37% among 360,000; AID 651800; inhibition, % at 9.4 µM; TAMRA-labeled TCR probe fluorescence, biochemical; in the data active = inhibition above about 19%;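 note: recombinant mutant TCR 2C K166C tagged with TAMRA read by polarization; 0% = receptor in buffer alone and 100% = receptor with positive control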
HTRA1 inhibitor – inhibitors of human serine peptidase HTRA1; recombinant HTRA1, FP-rhodamine activity-based probe, fluorescence polarization; inhibition, % at 5.96 µM; hit rate 0.5% among 340,000; AID 504803; in the data active = inhibition above about 36%;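 note: 0% = enzyme with DMSO and 100% = wells lacking enzyme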
PG9 binder – binds the HIV-1 gp120 antibody PG9; AID 624416; TR-FRET gp120-PG9 antibody binding; hit rate 0.43% among 360,000; inhibition, % at 6.7 µM; in the data active = inhibition above about 8.5%
PRMT1 inh – PRMT1 (human) inhibition, primary screen; inhibition, % at 2.79 µM; recombinant PRMT1, activity-based probe fluorescence polarization; hit rate 1.3% among 370,000; Q99873;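 active = inhibition above about 21% made by adding two undisclosed values, limit read from the data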
NR1D1 modulator – Rev-erb alpha (human) modulation; hit rate 0.79% among 370,000; AID 1259318; activity, % at 10 µM; Rev-erbα–FITC-DNA binding, fluorescence polarization, 90 min; P20393;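 active = activity above about 14%, limit read from the data; passing the limit was not always enough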;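 note: 0% = DMSO wells with 35 nM protein and 100% = DMSO wells with 750 nM protein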
Target sequence (P20393 whole entry, looked up): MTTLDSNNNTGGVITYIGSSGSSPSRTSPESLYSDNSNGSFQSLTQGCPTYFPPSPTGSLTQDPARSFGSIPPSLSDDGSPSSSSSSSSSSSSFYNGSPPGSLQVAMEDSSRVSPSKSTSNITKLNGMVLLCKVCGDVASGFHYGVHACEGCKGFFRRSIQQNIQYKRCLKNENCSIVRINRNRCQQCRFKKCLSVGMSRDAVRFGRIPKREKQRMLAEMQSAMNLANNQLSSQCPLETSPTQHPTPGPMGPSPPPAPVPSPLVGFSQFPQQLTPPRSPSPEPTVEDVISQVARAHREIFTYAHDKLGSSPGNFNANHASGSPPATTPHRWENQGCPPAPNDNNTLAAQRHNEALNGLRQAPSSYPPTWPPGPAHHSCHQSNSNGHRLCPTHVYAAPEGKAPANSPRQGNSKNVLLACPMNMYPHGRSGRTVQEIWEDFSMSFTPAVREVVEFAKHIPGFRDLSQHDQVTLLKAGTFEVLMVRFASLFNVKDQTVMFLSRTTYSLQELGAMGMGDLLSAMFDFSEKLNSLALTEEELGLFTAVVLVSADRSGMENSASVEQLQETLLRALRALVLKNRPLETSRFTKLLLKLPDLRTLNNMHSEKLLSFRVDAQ
An asterisk follows results filed as active; · = no result given.

nr	mol	MBD2 DNA inh	LEDGF integ inh	ABHD4 inh	rCAG binder	UHRF1 binding
1	C/C(=N\OCc1nc2ccccc2c(=O)n1/N=C/c1cc(C)cc([N+](=O)[O-])c1O)c1ccccc1	-7	0	8	56*	-9
2	O=C1C(=Nc2cccc(Cl)c2)CC(c2ccc(Cl)cc2)N1c1cccc(Cl)c1 (stereo not given)	5	5	-5	6	0
3	COCC(C)NC(=O)COCc1cc(-c2ccc3c(c2)OCO3)on1 (stereo not given)	-1	-4	7	0	-1
4	CNC(=O)c1c(C)[nH]c(=S)c(C#N)c1-c1ccco1	-4	8	8	16	-2
5	COc1ccccc1C(=O)NCC(=O)NNC(=O)C1COc2ccccc2O1 (stereo not given)	5	-4	8	-3	2
6	Cc1ccc(C)c(NC(=O)C2CCCN2S(=O)(=O)c2cccnc2)c1 (stereo not given)	-3	3	5	-1	4
7	COc1ccc(-c2nnn(CC(=O)N(C3CCCC3)C(C)C(=O)NC3CCCC3)n2)cc1OC (stereo not given)	1	0	0	1	-1
8	COc1ccc(CCNC(=O)Nc2cccc([N+](=O)[O-])c2)cc1	-2	-3	-7	2	-1

nr	TCR-CD3 inh	HTRA1 inhibitor	PG9 binder	PRMT1 inh	NR1D1 modulator
1	39*	0	-2.9	0	2
2	-5	1	-0.3	5	6
3	-3	2	-2.6	0	3
4	-2	9	-1.0	34*	11
5	-7	-3	-0.7	3	-5
6	·	·	·	-2	0
7	3	-8	-0.2	1	1
8	7	-8	-0.4	-2	0

Continuation.
nr	mol	MBD2 DNA inh	LEDGF integ inh	ABHD4 inh	rCAG binder	UHRF1 binding
9	Cc1cc(OCC(=O)NC(Cc2ccc(Cl)cc2)C(=O)O)c2c(C)c(C)c(=O)oc2c1 (stereo not given)	2	-2	-5	45*	2
10	CC(C)NC(=O)NC(=O)COC(=O)c1cccc(OC(F)F)c1	-5	1	-3	-6	-3
11	CN1N=C2c3ccccc3CCC2C1c1ccc(F)cc1 (stereo not given)	0	1	-1	-3	0
12	CCC(C)c1ccc(OCC(=O)O)cc1 (stereo not given)	1	2	2	0	2
13	O=C(CSc1n[nH]c(-c2cccs2)n1)N1CCCc2ccccc21	6	-2	-4	-1	-1
14	CCOC(=O)N1CCN(S(=O)(=O)c2ccc(C)c(C(=O)NC3CCCCC3)c2)CC1	-1	1	4	-2	0
15	CCCN(CC(=O)Nc1ccccc1C)C(=O)/C=C/c1ccc(S(=O)(=O)N2CCCCCC2)cc1	5	-6	2	-3	2
16	CC1(C2CCC3C4CCC5CC6(CCC5(C)C4C(=O)CC32C)OCCO6)OCCO1 (stereo not given)	10	-2	-19	1	6

nr	TCR-CD3 inh	HTRA1 inhibitor	PG9 binder	PRMT1 inh	NR1D1 modulator
9	0	-2	-0.7	0	-1
10	1	-3	-0.1	-1	0
11	-8	·	-2.5	1	4
12	10	0	-0.5	-3	3
13	7	1	-0.4	0	7
14	4	10	-0.4	-2	-2
15	-3	-3	0.1	1	-3
16	9	-3	1.0	7	5

Additional compounds
nr	mol	MBD2 DNA inh	LEDGF integ inh	ABHD4 inh	rCAG binder	UHRF1 binding
17	CCOc1ccc(N2C(=O)CS/C2=N/NC(=O)COc2ccc3ccccc3c2)cc1	-3	3	-7	5	-3
18	O=C(Nc1ccc(-c2csc(Nc3cccc(C(F)(F)F)c3)n2)cc1)c1ccccc1	3	4	-2	23	1
19	C[C@@H]1CN([C@@H](C)CO)C(=O)c2cc(C#Cc3cccc(F)c3)cnc2O[C@@H]1CN(C)CC1CCOCC1	-4	-2	-2	1	-1
20	O=C1NC(=O)C(=Cc2ccco2)S1	-3	4	24	5	2
21	O=C(O)[C@H]1CC=C[C@H]2CCN(Cc3ccc(Cl)c(Cl)c3)C(=O)[C@@H]12	3	-6	30*	10	6
22	O=C(Oc1ccc2c(=O)c(Cl)coc2c1)c1cccnc1	3	-2	3	-1	1
23	Cn1c2c(c3ccccc31)CCN=C2c1ccccc1	-3	2	3	-5	0
24	CNC(=S)Nc1cccc(C(C)=O)c1	3	-2	8	0	-3

nr	TCR-CD3 inh	HTRA1 inhibitor	PG9 binder	PRMT1 inh	NR1D1 modulator
17	-7	-14	-1.8	1	0
18	7	5	-3.5	0	6
19	0	-9	-0.4	-2	14
20	10	-2	0.7	18	1
21	1	26	-0.8	8	3
22	-6	-1	0.8	7	1
23	-1	-8	0.2	-4	0
24	-1	3	0.1	-1	-4

The listing continues.
nr	mol	MBD2 DNA inh	LEDGF integ inh	ABHD4 inh	rCAG binder	UHRF1 binding
25	Cc1ccc(N2CCN(/N=C/c3ccccc3)CC2)cc1	0	0	-6	0	-3
26	COc1ccc(Cn2c(=O)[nH]c3cc(C(=O)Nc4ccccc4C)ccc32)cc1	4	2	-11	-1	5
27	COC(=O)C1=C(C)N(C)C(=NCc2ccccc2C(F)(F)F)NC1c1cccc(F)c1 (stereo not given)	1	2	-4	6	-1
28	Cc1nn(C)cc1C(=O)Nc1ccccc1Br	-3	-1	-2	0	1
29	Cn1cc([N+](=O)[O-])c(C(=O)N/N=C/c2cc3c(cc2Br)OCO3)n1	-1	-3	0	1	2
30	COc1cc([C@H]2[C@@H]3CCCC[C@]3(O)CCN2CC(=O)Nc2ccc(C)cc2C)ccc1O	0	1	-1	-2	3
31	CN(C)c1ccc(C(C(=O)NCC2CCCO2)N(C(=O)c2snc(C(N)=O)c2N)c2ccc3c(c2)OCO3)cc1 (stereo not given)	1	-1	5	3	1
32	O=C(NCCNC1CCC(c2ccccc2)CC1)c1cccs1 (stereo not given)	-2	9	3	4	5

nr	TCR-CD3 inh	HTRA1 inhibitor	PG9 binder	PRMT1 inh	NR1D1 modulator
25	2	-3	0.4	-2	-4
26	-8	-3	1.4	5	3
27	3	·	-0.3	-2	4
28	1	5	-1.4	-1	2
29	2	2	-0.7	0	-2
30	1	-4	-0.4	-2	-2
31	-7	0	0.3	3	-5
32	-4	6	-0.8	-2	7

New compounds follow
nr	mol	MBD2 DNA inh	LEDGF integ inh	ABHD4 inh	rCAG binder	UHRF1 binding
33	C=CC[C@H](CC(=O)OC(C)(C)C)C(=O)OC[C@@H]1CCCN1C(=O)[C@@H](CC=C)CC(=O)NCCO	-2	2	6	-10	2
34	COc1ccc(N(C)S(=O)(=O)c2cccc3nsnc23)cc1	5	-2	-10	1	4
35	NCCCC[C@H]1CNC(=S)N1CCc1cccc(F)c1	0	1	3	3	0
36	Cc1ccc(C(=O)Nc2ccc3c(c2)CCC3)cc1	-1	-2	-3	1	-1
37	CCOc1cc(C(=O)OCC(=O)Nc2cc(C)on2)ccc1OCC(C)C	7	1	-10	0	5
38	COc1cc(C(=O)NCC(c2ccccc2)N(C)C)ccc1OCC(=O)N1CCOCC1 (stereo not given)	3	-4	0	-4	3
39	O=C1CC(NS(=O)(=O)c2cccnc2)CN1c1cccc(F)c1 (stereo not given)	-4	-1	1	-2	1
40	Cn1c(=O)[nH]c(=O)c2c1nc(NCc1ccco1)n2CCCc1ccccc1	1	0	6	0	0

nr	TCR-CD3 inh	HTRA1 inhibitor	PG9 binder	PRMT1 inh	NR1D1 modulator
33	-3	11	-0.6	0	7
34	0	2	0.2	1	-1
35	0	3	1.0	0	4
36	0	-18	-0.8	1	1
37	-6	-7	-0.1	5	-2
38	-5	0	0.1	5	-2
39	-1	2	1.6	-1	-9
40	2	5	-1.0	-1	0

(continued)
nr	mol	MBD2 DNA inh	LEDGF integ inh	ABHD4 inh	rCAG binder	UHRF1 binding
41	COc1ccc(CC(=O)N2CCN(c3ccccc3OC)CC2)cc1OC	-5	4	-3	-4	-2
42	COc1cc2c(cc1OC)CN(Cc1cc(=O)oc3cc(C)c(C)cc13)CC2	-10	2	9	10	-6
43	COc1cc2cc(CCO)oc(=O)c2cc1OC	1	-1	2	0	-2
44	COc1ccc(NC(=O)Cc2ccc(Cl)cc2)cc1S(=O)(=O)N1CCCCC1	1	-1	-7	3	-2
45	COc1ccc(NC(=O)N2CCc3ccccc32)cc1	3	2	-3	-3	-1
46	COc1ccc(OC2CCN(S(=O)(=O)c3ccc(OC)c(OC)c3)CC2)cc1	-2	2	-5	-5	0
47	COc1c(C)cc(C(=O)C2CCCN(Cc3cccc4nccnc34)C2)cc1C (stereo not given)	-3	-1	7	-7	-1
48	Cc1ccccc1NC(=O)c1cccc(S(=O)(=O)N2CCOCC2)c1	3	-1	-1	-1	2

nr	TCR-CD3 inh	HTRA1 inhibitor	PG9 binder	PRMT1 inh	NR1D1 modulator
41	3	6	-1.8	-7	2
42	7	-4	-1.3	0	3
43	4	-4	-2.6	-4	-4
44	0	-29	-0.8	-3	-2
45	6	5	0.6	-4	-1
46	0	-3	0.2	-6	-3
47	2	1	-2.3	-5	-3
48	-3	-1	-0.4	2	0

A draw from above in order of number of heavy atoms, falling:
nr	mol	MBD2 DNA inh	LEDGF integ inh	ABHD4 inh	rCAG binder	UHRF1 binding
33	C=CC[C@H](CC(=O)OC(C)(C)C)C(=O)OC[C@@H]1CCCN1C(=O)[C@@H](CC=C)CC(=O)NCCO	-2	2	6	-10	2
42	COc1cc2c(cc1OC)CN(Cc1cc(=O)oc3cc(C)c(C)cc13)CC2	-10	2	9	10	-6
37	CCOc1cc(C(=O)OCC(=O)Nc2cc(C)on2)ccc1OCC(C)C	7	1	-10	0	5
13	O=C(CSc1n[nH]c(-c2cccs2)n1)N1CCCc2ccccc21	6	-2	-4	-1	-1
34	COc1ccc(N(C)S(=O)(=O)c2cccc3nsnc23)cc1	5	-2	-10	1	4
36	Cc1ccc(C(=O)Nc2ccc3c(c2)CCC3)cc1	-1	-2	-3	1	-1
43	COc1cc2cc(CCO)oc(=O)c2cc1OC	1	-1	2	0	-2
28	Cc1nn(C)cc1C(=O)Nc1ccccc1Br	-3	-1	-2	0	1

nr	TCR-CD3 inh	HTRA1 inhibitor	PG9 binder	PRMT1 inh	NR1D1 modulator
33	-3	11	-0.6	0	7
42	7	-4	-1.3	0	3
37	-6	-7	-0.1	5	-2
13	7	1	-0.4	0	7
34	0	2	0.2	1	-1
36	0	-18	-0.8	1	1
43	4	-4	-2.6	-4	-4
28	1	5	-1.4	-1	2

Next section:
nr	mol	MBD2 DNA inh	LEDGF integ inh	ABHD4 inh	rCAG binder	UHRF1 binding
49	O=C(Oc1cccc2cccnc12)c1cccc(-n2cnnn2)c1	0	0	0	-1	-2
50	NCCCNc1ccc([N+](=O)[O-])cc1C(F)(F)F	2	-3	3	-3	9
51	COc1ccccc1N=Nc1c(C)[nH][nH]c1=O	-15	-1	2	-1	-17
52	COc1ccc(C(=O)NCCN2CCOCC2)cc1S(=O)(=O)Nc1ccc(C)cc1	-4	1	9	-3	0
53	COc1cccc(OC)c1C(=O)N1CCN(c2ccccn2)CC1	-3	0	1	-2	-2
54	CC(=O)c1cccc(OCC(=O)Nc2cc(S(=O)(=O)N3CCOCC3)ccc2N2CCCC2)c1	0	4	3	-1	-3
55	O=C(COC(=O)c1cccnc1Cl)NCCC1=CCCCC1	-7	-3	0	-2	-2
56	O=C(CNC(=O)c1ccc(Br)o1)OCC(=O)c1cccc([N+](=O)[O-])c1	2	0	2	7	-1
57	CC(C)c1ccc(NC(=O)c2cccc(Br)c2)cc1	-5	3	-11	0	2
58	COCCNC(=O)C1(C)CCCN(C(=O)c2ccccc2OC)C1 (stereo not given)	-5	2	0	1	2

nr	TCR-CD3 inh	HTRA1 inhibitor	PG9 binder	PRMT1 inh	NR1D1 modulator
49	0	-1	-1.5	0	-2
50	3	-8	0.8	2	-1
51	3	-1	-4.3	1	11
52	9	6	-1.1	-1	3
53	-5	-8	-2.9	2	-3
54	13	3	-0.2	0	-1
55	5	-1	-0.2	-2	1
56	4	4	-1.8	0	10
57	-11	-36	0.4	2	0
58	4	·	-1.1	-4	0

High-throughput results as filed in PubChem BioAssay.

An excerpt; count on the stated rates, not on these rows.
